VCAM1 TNFa inh = inhibitors of TNFa-induced VCAM1 expression, primary screen, imaging, HUVEC, TNFa stimulus, immunofluorescence | HUVEC TNFa-induced VCAM-1 immunofluorescence, high-content imaging | 0.48% of 95,000 active | AID 802, 2007 | inhibition, % at 2 µM;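 active means inhibition above the batch mean plus 3 SD, with images confirmed as a hit by eye, cut at about 37% in these data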;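 further: 0% = TNF-stimulated DMSO wells and 100% = unstimulated control wells; not every result past the cut was called active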
TNFa cytotox = cytotoxicity in TNFa-stimulated HUVEC, primary screen, cytotoxicity control for VCAM1 expression modulator project, imaging, Hoechst nuclei count; cell count reduction, % at 2 µM; HUVEC TNFalpha-stimulated, Hoechst cell count; 0.17% of 93,000 active;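 active means cell count reduction exceeding the screen mean by over 5 SD, scaled to untreated wells per plate, cut at about 78% in these data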;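 further: cells counted after 24 h of TNF alpha exposure following the 1 h pretreatment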
DAT uptake mod = changed hDAT dopamine uptake under cocaine IC80, either direction, primary screen, cocaine antagonist project, cell-based, LLC-PK1 hDAT, [14C]-dopamine uptake, MLSMR; LLC-PK1 hDAT cells, [14C]-dopamine uptake with cocaine IC80; actives deviate in either direction; 1.3% of 110,000 active; AID 449768, 2010; B-score at 10 µM;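 active means Z score or B-score, a plate-position-corrected score, falls beyond the plate's 99.7% confidence bounds, in either direction; inactive means both scores lie inside the 99.7% bounds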;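 further: scored against the spread of the other compound wells on the same plate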
Target sequence (Q01959 whole entry, looked up): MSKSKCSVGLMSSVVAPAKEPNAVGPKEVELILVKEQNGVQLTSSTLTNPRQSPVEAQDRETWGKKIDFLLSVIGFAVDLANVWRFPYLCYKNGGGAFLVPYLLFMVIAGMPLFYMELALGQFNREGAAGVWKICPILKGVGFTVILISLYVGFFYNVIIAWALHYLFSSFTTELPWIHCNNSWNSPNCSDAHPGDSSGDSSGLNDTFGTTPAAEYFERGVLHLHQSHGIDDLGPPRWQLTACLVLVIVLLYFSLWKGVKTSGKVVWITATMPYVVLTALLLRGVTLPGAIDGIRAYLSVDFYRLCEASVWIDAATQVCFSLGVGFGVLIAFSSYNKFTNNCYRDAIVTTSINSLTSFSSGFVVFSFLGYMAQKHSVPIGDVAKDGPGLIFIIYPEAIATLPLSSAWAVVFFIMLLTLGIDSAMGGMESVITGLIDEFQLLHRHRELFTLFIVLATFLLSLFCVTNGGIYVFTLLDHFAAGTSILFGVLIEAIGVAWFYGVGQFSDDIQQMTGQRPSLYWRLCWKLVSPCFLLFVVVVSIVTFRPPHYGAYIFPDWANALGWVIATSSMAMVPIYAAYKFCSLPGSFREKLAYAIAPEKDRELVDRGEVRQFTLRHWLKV
Ecoli WT expand = growth inhibitors of wild-type E. coli, primary screen, strain BW25113, expanded library, OD600. 0.15% of 98,000 active. growth inhibition, % at 100 µM. OD600 absorbance;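 active means growth inhibition above about 50% at one test dose, limit read from the data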;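 further: growth measured after 20 h incubation at 37 °C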
cytoskel mod = modifiers of F-actin cytoskeleton organization, primary screen, imaging, HUVEC, phalloidin staining, high-content imaging; inhibition, % at 2 µM; HUVEC TNFa F-actin phalloidin imaging; AID 836, 2007; 0.18% of 91,000 active;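 active means inhibition above the batch mean plus 3 SD and confirmed as a hit by visual image inspection, cut at about 30% in these data, passing the limit was not always enough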; further: strong numbers were not always called active
Plk1 PBD FP = Plk1 polo box domain binding inhibitors, primary screen, biochemical, fluorescence polarization. Serine/threonine-protein kinase PLK1 (Homo sapiens), P53350. Plk1 PBD phosphopeptide binding. inhibition, %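 (tested at about 20 µM)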. 0.13% of 97,000 active. AID 693, 2007; in the data active means inhibition above about 34%, passing the limit was not always enough
sEH inhibitor = soluble epoxide hydrolase inhibitors, primary screen, biochemical, human sEH. 0.34% of 91,000 active. recombinant human sEH enzymatic activity assay. Bifunctional epoxide hydrolase 2 (Homo sapiens), P34913. AID 707, 2007. inhibition, % at 2 µM; in the data active means inhibition above about 80%; further: values of inactives mirror those of a sister screen read the other way; many of its hits are not listed in these tables
PLK1 inh = human PLK1 kinase inhibitors, primary screen, biochemical, TR-FRET; inhibition, % at 10 µM; recombinant PLK1 kinase, TR-FRET peptide phosphorylation; 0.53% of 97,000 active;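 active means inhibition of 50% or more in the single-concentration screen; inactive means inhibition below 50%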;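 further: 0% = DMSO max control and 100% = H-89 dihydrochloride min control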
HUVEC tox IL1B = cytotoxicity in IL-1B stimulated HUVEC, primary screen, cytotoxicity control for IL-1B NFkB translocation project, imaging, Hoechst nuclear count, IL-1B stimulus; 0.41% of 94,000 active; HUVEC cell count loss; cell count reduction, % at 2 µM;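 active means cell count reduction more than 3 SD above the screen-wide mean, cut at about 70% in these data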;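 further: normalized per plate to untreated control cells as the no-loss baseline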
Active calls of the source: *; · = not tested or not shown; & = joins results of further samples. Not a hit list; 3.4% or so of the library scored in one or more.

Below each compound – VCAM1 TNFa inh | TNFa cytotox | DAT uptake mod | Ecoli WT expand | cytoskel mod | Plk1 PBD FP | sEH inhibitor | PLK1 inh | HUVEC tox IL1B
> CCOc1cccc(-c2cc(=O)[nH][nH]2)c1
    1 | -21 | 0.078 | -1 | -6 | -20 | -11 | -8 | 34
> CCOC(=O)c1[nH]c2ccccc2c1NC(=O)C(C)(C)C
    22 | 31 | -0.14 | -7 | -3 | 5 | -14 | -14 | -1
> CNC(=S)N1N=C(c2ccc(OC)cc2)CC1c1ccc(N(C)C)cc1 (stereo unspecified)
    -27 | -11 | -0.37 | -10 | 2 | -5 | -9 | -15 | 25
> CC(C)C(NC(=O)c1ccccc1NC(=O)c1ccco1)C(=O)O (stereo unspecified)
    14 | -5 | -0.98 | 0 | 0 | -12 | 0 | -18 | -21
> COc1cc(C2C(C#N)=C(N)Oc3cc(O)ccc32)cc(OC)c1OC (stereo unspecified)
    25 | 40 | -0.27 | 2 | -33 | 21 | 1 | -7 | 2
> COc1ccc(-c2cc(C(F)F)n3ncc(C(=O)NCC4CCCO4)c3n2)cc1 (stereo unspecified)
    -6 | 5 | -0.25 | 3 | -1 | 4 | -21 | -15 | -21
> O=c1cc(Cl)[nH]c(=O)n1CCNc1ncc(C(F)(F)F)cc1Cl
    8 | -1 | -0.14 | -4 | 4 | -13 | -15 | -10 | -10
> Cc1ccc(S(=O)(=O)NCc2ccncc2)cc1
    8 | -17 | 0.32 | 4 | 23 | -22 | 9 | -3 | -9
> Cc1ccc(OCC(O)Cn2c(=N)n(Cc3ccccc3)c3ccccc32)cc1 (stereo unspecified)
    19 | -72 | 1.1 | 29 | · | -5 | -8 | 3 | -9
> COCc1cc(=O)[nH]c2cc(NC(=O)C(C)(C)CCl)c(C)cc12
    12 | -12 | -7.8* | 0 | 12 | 27 | 7 | 1 | -6
> CC1(C)CC(=O)C2=C(C1)N(Cc1cccnc1)C(=O)C2(NC(=O)c1cccnc1)C(F)(F)F (stereo unspecified)
    -23 | -11 | -0.98 | -6 | 23 | 25 | 0 | -6 | -2
> Cc1ccc(CSc2nnnn2C)cc1
    2 | -11 | -1.7 | -13 | -12 | 13 | 1 | -17 | 7
> CCN(CC)CCNC(CC(=O)Nc1ccc(Cl)cc1Cl)C(=O)O (stereo unspecified)
    17 | 7 | -0.85 | · | 9 | -14 | 1 | -12 | -28
> CC(C)c1ccc(CN2CC(C(=O)O)CC2=O)cc1 (stereo unspecified)
    8 | -4 | 1.8 | -13 | 18 | 21 | -8 | -4 | 5
> COc1ncnc2c1cnn2-c1ccccc1
    -8 | -13 | -0.27 | -3 | 4 | -5 | -16 | -3 | -85
> CCN1CCN(C(=O)CN(c2cc(OC)ccc2OC)S(C)(=O)=O)CC1
    3 | -2 | 0.088 | 4 | -20 | -1 | 7 | -15 | -6
> CN(C(=O)COC(=O)c1ccc2c(c1)NC(=O)CS2)C1CCS(=O)(=O)C1 (stereo unspecified)
    6 | -11 | -0.34 | 0 | -4 | 12 | 9 | -10 | -20
> Cc1ccc(CNC(=O)CSc2c3c(nc4ccc(Cl)cc24)CCCC3)o1
    13 | -11 | -0.042 | -9 | 6 | 22 | -7 | -3 | -40
> COc1cc(CNCCCN2CCOCC2)ccc1OCC(=O)Nc1cccc(C(F)(F)F)c1
    18 | -11 | -1.6 | 16 | -11 | -10 | 0 | -11 | 30
> COc1ccc(-c2cn3c(C)c(C(=O)N4CCCc5ccccc54)sc3n2)cc1
    3 | -20 | 1.9 | · | -16 | -6 | -8 | -6 | 3
> COc1cccc(CN(CC2CCCO2)S(=O)(=O)c2ccc(S(=O)(=O)NCC3CCCO3)cc2)c1OC (stereo unspecified)
    -10 | 12 | 2 | -4 | -2 | 4 | -17 | -9 | 4
> CC(C)(C)OC(=O)C1C(=O)CC(C)(O)C(C(=O)OC(C)(C)C)C1c1ccco1 (stereo unspecified)
    -26 | -38 | -0.34 | · | 1 | -5 | -2 | -12 | -8
> COc1ccccc1NC(=O)c1cc2ccc(O)cc2o/c1=N\O
    -4 | -2 | -0.54 | -4 | 4 | -21 | 3 | 0 | 11
> CC(=O)c1ccc(N2CCN(C(=O)CCCn3c(=S)[nH]c4cc5c(cc4c3=O)OCO5)CC2)cc1
    13 | -16 | 0.065 | -9 | 4 | -36 | 3 | -7 | 10
> Cc1cc2cc(C(c3nnnn3C3CCCC3)N(Cc3cccnc3)Cc3ccco3)c(=O)[nH]c2cc1C (stereo unspecified)
    11 | 17 | 0.49 | -16 | · | 2 | 12 | -9 | -13
> C=CCn1cc(C(=O)NCC2CCCO2)c(=O)c2cc(S(=O)(=O)N3CCCCCC3)ccc21 (stereo unspecified)
    7 | 10 | 1 | 4 | -4 | 0 | -14 | -7 | -5
> CCOc1ccc(C(=O)NN2C(=O)C3C4C=CC(O4)C3C2=O)cc1 (stereo unspecified)
    10 | 12 | -1.2 | 1 | -3 | -13 | -9 | -7 | -12
> Cc1ccc(Oc2ncccc2/C=N/O)cc1
    -2 | -38 | -0.77 | -1 | 2 | 17 | 6 | -5 | 15
> Cc1ccc2c(c1)N(CC(=O)NC1CCC(C)CC1)C(=O)CO2 (stereo unspecified)
    8 | -14 | -0.52 | -10 | -8 | -14 | 11 | -14 | 6
> O=C1CCC(=O)N1OCCCOc1ccccc1
    4 | -7 | -0.35 | 0 | -5 | 18 | 10 | 3 | -20
> CC1CCC2(CC1)NC(=O)c1ccccc1O2 (stereo unspecified)
    0 | -4 | 0.35 | 15 | 8 | 2 | -11 | -13 | 25
> Cc1ccc2nc(NC(=O)C(NS(=O)(=O)c3cccc4nsnc34)C(C)C)sc2c1 (stereo unspecified)
    11 | -23 | 0.49 | -16 | 9 | 5 | 0 | -12 | 15
> COc1cccc2cc(C(=O)N3CCN(C/C=C/c4ccccc4)CC3)c(=O)oc12
    23 | 0 | -0.0028 | -8 | -14 | -14 | -4 | -15 | -1
> CCN(CC)c1ccc2cc(C(N)=O)c(=O)oc2c1
    -19 | -3 | -0.78 | · | 21 | -6 | 4 | -12 | 10
> Cc1ccc(C)c(N(CC(=O)NCc2ccco2)C(=O)CCC(=O)Nc2ccccn2)c1
    3 | 53 | 1.1 | -1 | -23 | 34 | 3 | -10 | -11
> COCCCNC(=O)C(C#N)c1nc2ccccc2nc1N1CCCC1 (stereo unspecified)
    · | · | 0.066 | 3 | · | -4 | 16 | -16 | 5
> O=C(O)c1ccccc1C(=O)NNc1ccc(Cl)cc1
    3 | 2 | 0.013 | -8 | -14 | -38 | 1 | -3 | -26
> CCNC(=O)N(C(=O)NCC)n1c(C)nnc1C
    29 | 5 | -0.62 | -9 | 5 | -4 | 4 | -6 | -15
> Cn1c(O)c(C=NC(CC(N)=O)C(=O)O)c(=O)n(C)c1=O (stereo unspecified)
    -7 | -6 | -0.019 | 1 | 15 | -10 | -10 | -1 | -13
> CN(C)C(=O)c1ccccc1Sc1ccc(Cl)cc1Cl
    -5 | 0 | 0.62 | 5 | 15 | -11 | -3 | -10 | 10
> O=C(NCC1COc2ccccc2O1)C1CCCN(S(=O)(=O)c2cccc3nsnc23)C1 (stereo unspecified)
    6 | -1 | -1&-0.93 | -6 | -19 | -7 | 62 | -3 | -24
> c1csc(CNc2nc3ccccc3n2CCN2CCOCC2)c1
    -2 | -2 | 1.2 | 6 | -4 | 3 | -17 | -41 | 21
> CNC(=O)c1sc(N2N=C3/C(=C/c4ccccc4)CCCC3C2c2ccccc2)nc1C (stereo unspecified)
    -9 | · | -0.023 | -9 | -11 | -32 | -7 | -6 | -9
> COc1ccc(OCC(=O)NNC(=O)c2cccs2)cc1
    2 | -6 | -1.3 | -4 | -25 | 19 | 5 | -12 | -24
> COc1ccc(Br)cc1-c1noc(-c2ccccc2F)n1
    0 | -29 | 0.72 | -11 | 0 | 0 | -1 | -12 | -21
> Cc1sc2ncn3cnnc3c2c1C
    -4 | 43 | -0.14 | 10 | -7 | 7 | -1 | -6 | -10
> Cc1ccc(C2CC(c3cccc(C)c3)n3ncnc3N2)cc1 (stereo unspecified)
    13 | -18 | -0.53 | 5 | -15 | -16 | 5 | -5 | -12
> Cc1ccnc(SCCn2c(N3CCC(C)CC3)nc3c2c(=O)n(C)c(=O)n3C)n1
    22 | 27 | 0.89 | · | -19 | -29 | -2 | 3 | -104
> CCN1C(=O)N/C(=C/c2ccc(Sc3ccc(C)cc3)o2)C1=O
    8 | -14 | -0.16 | 2 | -12 | -2 | -1 | -7 | -19
> CSc1nnc(COc2ccc(C)cc2)n1N
    -10 | -19 | -1.2 | · | -8 | -4 | 6 | -17 | 14
> O=C(/C=N/O)Nc1ccccc1C(=O)O
    12 | -11 | -0.48 | 1 | 12 | 7 | -7 | -10 | -14
> CCc1sc(NC(=O)CN2CCOCC2)nc1-c1ccccc1
    -4 | · | 0.36 | 5 | 10 | 4 | -21 | -5 | -2

Reformatted with bars between the fields: part of the list above
smiles | VCAM1 TNFa inh | TNFa cytotox | DAT uptake mod | Ecoli WT expand | cytoskel mod | Plk1 PBD FP | sEH inhibitor | PLK1 inh | HUVEC tox IL1B
COc1cccc(CN(CC2CCCO2)S(=O)(=O)c2ccc(S(=O)(=O)NCC3CCCO3)cc2)c1OC (stereo unspecified) | -10 | 12 | 2 | -4 | -2 | 4 | -17 | -9 | 4
CC(C)(C)OC(=O)C1C(=O)CC(C)(O)C(C(=O)OC(C)(C)C)C1c1ccco1 (stereo unspecified) | -26 | -38 | -0.34 | · | 1 | -5 | -2 | -12 | -8
COc1ccccc1NC(=O)c1cc2ccc(O)cc2o/c1=N\O | -4 | -2 | -0.54 | -4 | 4 | -21 | 3 | 0 | 11
CC(=O)c1ccc(N2CCN(C(=O)CCCn3c(=S)[nH]c4cc5c(cc4c3=O)OCO5)CC2)cc1 | 13 | -16 | 0.065 | -9 | 4 | -36 | 3 | -7 | 10
Cc1cc2cc(C(c3nnnn3C3CCCC3)N(Cc3cccnc3)Cc3ccco3)c(=O)[nH]c2cc1C (stereo unspecified) | 11 | 17 | 0.49 | -16 | · | 2 | 12 | -9 | -13
C=CCn1cc(C(=O)NCC2CCCO2)c(=O)c2cc(S(=O)(=O)N3CCCCCC3)ccc21 (stereo unspecified) | 7 | 10 | 1 | 4 | -4 | 0 | -14 | -7 | -5
CCOc1ccc(C(=O)NN2C(=O)C3C4C=CC(O4)C3C2=O)cc1 (stereo unspecified) | 10 | 12 | -1.2 | 1 | -3 | -13 | -9 | -7 | -12
Cc1ccc(Oc2ncccc2/C=N/O)cc1 | -2 | -38 | -0.77 | -1 | 2 | 17 | 6 | -5 | 15
Cc1ccc2c(c1)N(CC(=O)NC1CCC(C)CC1)C(=O)CO2 (stereo unspecified) | 8 | -14 | -0.52 | -10 | -8 | -14 | 11 | -14 | 6
O=C1CCC(=O)N1OCCCOc1ccccc1 | 4 | -7 | -0.35 | 0 | -5 | 18 | 10 | 3 | -20
CC1CCC2(CC1)NC(=O)c1ccccc1O2 (stereo unspecified) | 0 | -4 | 0.35 | 15 | 8 | 2 | -11 | -13 | 25

Assay outcomes deposited in PubChem by several laboratories.
